# Source: PubChem BioAssay
# PI4K2A inh: blocks human PI4K2A kinase activity. Q9BTU6. purified PI4K2A, ADP-Glo luminescence, 1 h; hits give low values. activity change, negative = inhibition, % at 76.9 µM. 420,000 tested, 0.13% active; in the data active = activity change below about -50%; inconclusive = mostly about -30% to -49%;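 also: -100% = wells without enzyme as full effect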
#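 In this quantitative HTS, ADP production by PI4K2A was quantified luminescently after 1 h at ambient temperature; 100 microM adenosine served as plate-quality control.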
# Tb PGK inh: inhibitors of T. brucei phosphoglycerate kinase; P07378; PGK/GAPDH coupled, Kinase-Glo luminescence, 60 min; Potency, µM (doses to about 57.5 µM), for the others: at the highest dose activity change, negative = inhibition, most hits filed as inhibitors; 380,000 tested, 0.043% active; also: potency is read from the fitted curve at half-maximal effect; % is scaled to controls: 0 for no effect and ±100 for the full control effect; nearly all actives have a fitted effect of over 60% in size
#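 Luminescent ATP detection (Kinase-Glo Plus) follows a 60-minute room-temperature incubation, with wells lacking PGK as controls. Buffer: 100 mM TEA (pH 7.6), 5 mM MgCl2, 0.01% Tween-20. Coupling enzyme GAPDH (100 nM final) supplies unstable 1,3-BPG in-well.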
# rTrxR1 inhibitor: blocks rat thioredoxin reductase 1; O89049; recombinant rTrxR1, NADPH fluorescence consumption, selenite substrate; Potency, µM (top dose mostly 114 µM), for the others: at the top dose activity change, negative = inhibition, hits mostly inhibitors; 390,000 tested, 1% active; also: potency is read from the fitted curve at half-maximal effect; % is scaled to controls: 0 for no effect and ±100 for the full control effect; nearly all actives have a fitted effect of over 65% in size
# Target sequence (O89049 whole entry, looked up): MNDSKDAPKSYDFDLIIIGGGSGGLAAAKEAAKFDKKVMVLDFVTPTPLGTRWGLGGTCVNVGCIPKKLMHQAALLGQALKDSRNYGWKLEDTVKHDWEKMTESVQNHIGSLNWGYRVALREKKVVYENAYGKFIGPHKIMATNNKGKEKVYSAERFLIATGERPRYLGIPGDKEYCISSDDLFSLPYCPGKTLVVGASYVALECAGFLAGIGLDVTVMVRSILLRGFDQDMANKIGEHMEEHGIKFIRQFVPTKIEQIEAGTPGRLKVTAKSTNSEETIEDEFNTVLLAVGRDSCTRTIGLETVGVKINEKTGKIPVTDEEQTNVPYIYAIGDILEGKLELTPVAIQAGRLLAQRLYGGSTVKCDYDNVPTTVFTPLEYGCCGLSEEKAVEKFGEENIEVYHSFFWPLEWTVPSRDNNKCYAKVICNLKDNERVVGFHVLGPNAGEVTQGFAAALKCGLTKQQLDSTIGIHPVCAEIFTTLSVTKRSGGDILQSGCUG
#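 Rat TrxR1 (90 nM in the dispensed reagent) was pre-reduced with 400 uM NADPH for 5 min at room temperature, then incubated with compound for 15 min. After 400 uM selenite was added, NADPH fluorescence (Ex 340/Em 450 nm) was followed for 8 min.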
# GLS inh: blocks human kidney-isoform glutaminase activity. O94925. GLS enzymatic activity, qHTS titration. Potency, µM (highest dose often 45.5 µM), inactives show top-dose activity change, negative = inhibition, hits mostly inhibitors. 410,000 tested, 0.21% active. AID 624170; also: potency is read from the fitted curve at half-maximal effect; % is scaled to controls: 0 for no effect and ±100 for the full control effect
#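 hKGA in 45 mM KH2PO4 pH 8.2, 0.02% Tween-20 with pin-transferred compounds; 1 mM L-glutamine (stock) plus glutamate oxidase/HRP/Amplex Red coupling added. Fluorescence read initially and after 30 min at RT.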
# mIDH1 inhibitor: blocks human mutant IDH1 R132H enzyme; 390,000 tested, 0.093% active; O75874; Potency, µM (series often up to 76.6 µM), for inactives: top-dose activity change, negative = inhibition, most hits filed as inhibitors; IDH1-R132H enzyme, NADPH consumption, diaphorase/resazurin fluorescence; also: potency is read from the fitted curve at half-maximal effect; % is scaled to controls: 0 for no effect and ±100 for the full control effect; nearly all actives have a fitted effect of over 65% in size
#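 IDH1-R132H (0.5 ug/mL dispensed) in pH 7.5 Tris buffer was preincubated 30 min with compound, then given a substrate mix of 0.016 mM NADPH and 2 mM alpha-KG for 80 min at room temperature; remaining NADPH was read by diaphorase/resazurin fluorescence.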
# HP1b chromo inh: inhibitors of HP1-beta chromodomain binding to methylated histone tails; P83916; AlphaScreen HP1-beta / biotin-H3K9me3 peptide binding; Potency, µM (top dose mostly 114 µM), for the others: at the highest dose activity change, negative = inhibition, usual class: inhibitors; 390,000 tested, 0.56% active; AID 540317; also: potency is read from the fitted curve at half-maximal effect; nearly all actives have a fitted effect of over 70% in size; inactives centre near 23
# Target sequence (P83916 whole entry, looked up): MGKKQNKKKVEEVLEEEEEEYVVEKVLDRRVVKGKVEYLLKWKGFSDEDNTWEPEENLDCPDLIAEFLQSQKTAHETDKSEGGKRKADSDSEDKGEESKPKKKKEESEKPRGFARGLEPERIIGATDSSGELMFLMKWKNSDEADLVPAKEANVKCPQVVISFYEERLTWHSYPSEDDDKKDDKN
#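 AlphaScreen: HP1-beta (50 nM) preformed 30 min with biotin-H3(1-18)K9me3 peptide (50 nM) in PBS pH 7.4, 0.01% Tween-20. Compound added for 30 min at RT, then streptavidin donor/nickel chelate acceptor beads (10 ug/mL) for 30 min.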
# TrxR1 substrate: substrates of rat thioredoxin reductase 1; 390,000 tested, 0.01% active; purified TrxR1 substrate turnover, NADPH consumption readout; Potency, µM (titrated, usually from 114 µM), for the others: at the highest dose activity change, negative = substrate turnover; O89049; AID 588456; also: potency is read from the fitted curve at half-maximal effect; % is scaled to controls: 0 for no effect and ±100 for the full control effect; nearly all actives have a fitted effect of over 50% in size
#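 Rat TrxR1, dispensed at 90 nM, was prereduced with 400 uM NADPH (final) for 5 min at ~22 deg C, then incubated with compound 15 min before 400 uM selenite. A first-read NADPH fluorescence drop versus no-compound background flagged substrates.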
# USP1 inh: blocks the human USP1/UAF1 deubiquitinase complex; recombinant USP1/UAF1, Ub-Rhodamine cleavage fluorescence; 390,000 tested, 0.23% active; Potency, µM (titrated, usually from 57.1 µM), inactives show at the top dose activity change, negative = inhibition, most hits filed as inhibitors; O94782; also: potency is read from the fitted curve at half-maximal effect; % is scaled to controls: 0 for no effect and ±100 for the full control effect; nearly all actives have a fitted effect of over 60% in size; inactives centre near -12
#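 In this screen, compounds sit with the deubiquitinase complex (1nM) for 15 min at room temperature before Ub-Rho is added at 150nM final. Fluorescence rise is then followed for 6 reads every 60 seconds.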
# Pin1 inh: inhibitors of human Pin1. Q13526. 390,000 tested, 0.009% active. AID 504891. Potency, µM (titrated, usually from 115 µM), for the others: at the highest dose activity, negative = inhibition, actives largely listed as inhibitors. Pin1 FP peptide displacement, HiFluor488, 10 min; active = well fitted inhibition curve with a large enough effect in the polarisation, with a control signal flat, not every such curve was filed as active; inconclusive = small, poorly fitted or top-dose-only effect, or effect the other way, or a change in a side signal; inactive = no such curve, though single readings can be large or run the other way; the % refers to the polarisation; also: potency is read from the fitted curve at half-maximal effect; % is scaled to controls: 0 for no effect and ±100 for the full control effect
# Target sequence (Q13526 whole entry, looked up): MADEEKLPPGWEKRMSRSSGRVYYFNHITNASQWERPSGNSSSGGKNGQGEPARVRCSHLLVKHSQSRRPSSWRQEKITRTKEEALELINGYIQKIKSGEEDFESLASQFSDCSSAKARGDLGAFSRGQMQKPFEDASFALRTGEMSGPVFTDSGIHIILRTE
# The depositor's hits bear a star; i = inactive; u = inconclusive; x = not tested or not shown; [ ] = another dose, or the depositor's remark. Unless noted, calls follow the shape of the dose curve; as a rule, active = well fitted curve in the direction sought with a large enough effect; inconclusive = small, poorly fitted or top-dose-only effect, or another doubt; inactive = no such curve, though single readings can be large; an effect the other way counts as inactive or inconclusive. The list is partial; the hit share may differ from the screen's.
compound	PI4K2A inh	Tb PGK inh	GLS inh	HP1b chromo inh	TrxR1 substrate	Pin1 inh	mIDH1 inhibitor	USP1 inh	rTrxR1 inhibitor
Cc1cc(NC(=O)CCC(=O)N(c2ccccc2)C(C(=O)NC2CCCC2)c2ccc(F)cc2)no1 (centres undefined)	0	8%	1%	13%	2%[0.457 µM]	0%	u	u	5%
Cc1c(Cl)cccc1-n1c(SCC(=O)NCc2ccccc2Cl)nnc1-c1ccncc1	0	-1%	-8%	35%	4%	11%	-9%	-11%	5%
COc1cccc(CCNC(=O)c2c(O)nc3c(C)cccn3c2=O)c1	-3	-8%	-4%	95%[activator]	39%[activator]	3%	11%	-6%	81%[activator]
Cc1cc(S(=O)(=O)Nc2ccc(C(=O)NCC(c3ccco3)N(C)C)cc2)ccc1F (centres undefined)	5	-3%	-2%	33%	-1%	2%	3%	-24%	-8%
COc1cc(OC)c(C2C(C#N)=C(N)Oc3cc(C)n(CCCN4CCOCC4)c(=O)c32)cc1OC (centres undefined)	6	-5%	28%	32%[activator]	-5%	-2%	10%	-19%	-3%
Cc1nn(-c2ccccc2)c(N2CCCC2)c1/C=C1\N=C(c2ccc(OC(C)C)cc2)OC1=O	7	-11%	2%	10%	-9%	u	2%	-28%	-5%
O=C(CCN1C(=O)/C(=C/c2ccco2)SC1=S)Nc1ccc(C(=O)O)c(O)c1	-7	u	u	50µM*	-9%	u	0%	u	45µM*
Cc1noc(-c2ccccc2OCC(=O)Nc2cccc([N+](=O)[O-])c2)n1	-3	-12%	5%	-21%	-10%	-1%	12%	-19%	-5%
Cc1nc(CN(C)Cc2nc(Cc3ccccc3Cl)no2)cs1	6	-1%	7%	21%	2%	-5%	3%	2%	18%
Cc1cccc(C)c1-n1ncc(C(=O)NCCN2CCN(C)CC2)c1C1CCN(C(=O)OC(C)(C)C)CC1	1	-7%	-1%	51%[activator]	3%	2%	14%	-3%	20%
CN1CCC(N(C)S(=O)(=O)c2ccc(NC(=O)COc3ccc([N+](=O)[O-])cc3)cc2)CC1	-1	6%	5%	24%	0%	0%	5%	-23%	1%
COc1ccc(NC(=O)C(NC(=O)c2ccc(=O)[nH]c2)c2ccc(OC)cc2)cc1 (centres undefined)	0	-8%	1%	9%	-1%	5%	0%	-20%	9%
CN(C)c1ccc(/C=N/NC(=O)c2cccc(N3CCCC3=O)c2)cc1	3	-6%	12%	34%	0%[57.1 µM]	-1%	2%	-10%	1%[57.1 µM]
COC(=O)c1c(C)nn(-c2ccc(F)cc2)c1-n1cccc1	7	x	-6%	57%[activator]	13%	-2%	x	-18%	15%
COC(=O)C1CCN(C(=O)c2cc(OC)c(OC)c(OC)c2)CC1	2	10%[11.5 µM]	-4%	27%	3%	-8%	-2%	-19%	10%
Cc1cccc(-c2nnc(SCC(=O)C(C)(C)C)n2C)c1	4	-6%	37%[activator]	19%	2%	-9%	0%	-8%	16%
CCC(=O)N1CCc2cc(S(=O)(=O)NC(Cc3ccccc3)C(=O)NCc3ccccc3OC)ccc21 (centres undefined)	1	6%	8%	32%	0%	1%	2%	-1%	6%
O=C(Oc1c(Cl)cc(Cl)c2cccnc12)N1CCOCC1	3	-2%	-13%	11%	2%	0%	1%	-6%	12%
CN(C(=O)c1cccc(S(=O)(=O)N2CCCCC2)c1)C1CCS(=O)(=O)C1 (centres undefined)	-3	7%	2%	17%	-4%	-3%	-1%	-6%	-4%
CC1=C(C(=O)OCC(Br)(Br)Br)C(c2cccc([N+](=O)[O-])c2)NC(=O)N1CCCC(=O)O (centres undefined)	5	-8%	-4%	40%[activator]	-6%	-13%	5%	-22%	-2%
COC(=O)COc1cccc2c(=O)n(CC(=O)NCc3ccc(F)cc3)ccc12	-5	-10%	6%	39%	9%[57.1 µM]	2%	1%	-11%	22%[57.1 µM]
CC1(C)Cc2c(cnn2-c2ccccc2)C(NC(=O)c2ccoc2)C1 (centres undefined)	0	4%	12%	26%	-10%	-3%	-2%	-12%	-13%
O=C(NC1CCCC1)C(c1ccc(Cl)cc1)N1CCc2ccccc21 (centres undefined)	-3	i	-2%	36%	-5%	2%	-11%	-12%	9%
Cc1ccc(C(=O)CNc2ccc(Br)cc2)cc1	3	-9%	7%	35%	3%[57.1 µM]	-5%	-5%	2%	24%[57.1 µM]
Cn1cccc1C(=O)OCC(=O)N1CC(=O)Nc2ccccc21	5	3%	0%	31%	-9%	7%	0%	-4%	-13%
CCOc1ccc(NC(=O)N2CCN(C(=O)c3ccco3)CC2)cc1	-1	0%	-2%	6%	2%	0%	-1%	-3%	11%
Cc1noc(C)c1S(=O)(=O)N(C)C[C@H]1OCc2cnnn2CCCC(=O)N([C@@H](C)CO)C[C@H]1C	-9	-9%	11%	x	x	x	-5%	4%	x
CC1CCCC(C)N1CCCNC(=O)c1ccc2nc(N3CCCCC3)sc2c1 (centres undefined)	-8	i	-7%	24%	3%	1%	-2%	-26%	11%
CN(C)CCCN(C(=O)c1ccco1)c1nc2cc3c(cc2s1)OCO3	-5	7%	5%	28%	-6%	4%	-8%	-8%	-3%
Cc1cc(NC(=O)Cn2cc(C(F)(F)F)cc(Cl)c2=O)no1	-3	4%	7%	29%	0%[57.1 µM]	-1%	-2%	2%	-15%[57.1 µM]
COc1cc(C(=O)NCC(c2cccs2)S(=O)(=O)c2cccs2)cc(OC)c1OC (centres undefined)	2	-5%	4%	22%	7%[57.1 µM]	4%	-16%	-19%	10%[57.1 µM]
CC(=O)Nc1nnc(SCC(=O)NCC2CCCO2)s1 (centres undefined)	-1	i	1%	27%	9%	-11%	2%	10%	17%
C=CCC1c2cccc(C(=O)O)c2C(=O)N1c1cccc(OC)c1 (centres undefined)	-2	-4%	-4%	36%	1%	2%	-6%	-16%	17%
O=C1CCCN1CCCNC(=S)Nc1ccccc1	0	-9%	-12%	56%	5%[57.1 µM]	-9%	4%	-4%	-10%[57.1 µM]
CCNC(=O)CC1C(=O)N(c2ccc(F)cc2)C(=O)N1Cc1ccc(OC)c(OC)c1 (centres undefined)	0	-5%	-2%	15%	-8%	-8%	6%	-11%	-7%
CCOC(=O)c1ccccc1NC(=O)COC(=O)C1=COCCO1	7	-5%	4%	24%	-2%	1%	1%	-17%	3%
O=C(N/N=C(\CC(=O)c1cccs1)C(F)(F)F)c1ccncc1	0	5%	-24%	-9%	-1%[57.1 µM]	25%	2%	-3%	7%[57.1 µM]
CCCOC(=S)NC(=O)c1sc2ccccc2c1Cl	1	-2%	14%	-15%	-1%	-4%	11%	-19%	-7%
CN(CC(O)COC(c1ccccc1)c1ccccc1)C1CCCCC1 (centres undefined)	-9	-5%	-35%	-5%	13%	u	6%	-6%	23%[57.1 µM]
COc1ccc2cc3cc(C(=O)N4CCN(c5cccc(C(F)(F)F)c5)CC4)sc3nc2c1	-9	1%	-16%	27%	-8%	-10%	-7%	-2%	4%
COc1cccc(C(=O)NC(=S)Nn2cnnc2)c1OC	0	3%	-18%	15%	8%[57.1 µM]	0%	2%	-15%	13%[57.1 µM]
CC(C)(C)CC(=O)NCC(c1ccc2c(c1)OCO2)N1CCOCC1 (centres undefined)	-2	-2%	1%	33%[57 µM]	5%[57.1 µM]	3%	2%	-7%	17%[57.1 µM]
COc1cc(OC)c(OC)cc1/C=C/c1nc2cc3ccccc3cc2c(=O)n1-c1ccc(F)cc1F	2	-8%	-10%	u	-10%[57.1 µM]	u	-1%	-17%	-1%[57.1 µM]
N=c1c2c(ncn1Cc1ccco1)Oc1c(ccc3ccccc13)C2c1ccccc1 (centres undefined)	-3	-10%	-8%	u	0%	29%	-6%	-30%	-7%
O=C(COc1ccccc1)Nc1nc(-c2ccc(S(=O)(=O)N3CCOCC3)cc2)cs1	0	-11%	-5%	19%	3%	17%	2%	-19%	14%
COc1ccc(-c2nnc(SCc3cc(=O)c4cc(C)cc(C)c4[nH]3)n2C)cc1	1	5%	6%	14%[57 µM]	-2%[57.1 µM]	1%	0%	-21%	2%[57.1 µM]
Cc1noc(C)c1C(=O)OCC(=O)Nc1ncc(Cl)c(C)c1Cl	-6	-6%	80%[activator]	17%	16%[11.4 µM]	u	3%	-13%	9%[11.4 µM]
CC(C)[C@H]1CN=C2N(CCNC(=O)CCC3CCCCC3)[C@H](Cc3ccc(O)cc3)CN21	-1	-5%	8%	-13%	13%[57.1 µM]	11%	-12%	4%	2%[57.1 µM]
Cc1ccc(NC2CCCN(C(=O)c3nonc3C)C2)cc1C (centres undefined)	-5	-1%	8%	x	x	x	2%	3%	x
Cc1ccccc1NC(=O)Cc1cccc(C(F)(F)F)c1	0	-1%	-4%	21%	-2%[57.1 µM]	-5%	-3%	-6%	2%[57.1 µM]
COc1cccc(/C=N/Nc2ncnc(Cl)c2N)c1O	-5	3%	20%	32%	-15%	2%	1%	-12%	-18%
